# M1AAP inhibition: P. falciparum M1AAP inhibitors, biochemical, fluorogenic H-Leu-NHMec substrate, 1536-well (AID 1445). recombinant M1AAP, H-Leu-NHMec fluorogenic kinetic assay; higher % means a stronger effect. inhibition, % at 30 µM, or IC50 in µM where a hit was titrated. 220,000 compounds, 0.42% hits;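 active = primary inhibition above the hit cutoff, then over 50% inhibition at one or more dose response concentrations, cut at about 23% in these data, passing the limit was not always enough; inconclusive = conflicting primary data, or primary hits not chosen for dose response; inactive = low primary inhibition, or under 50% at every dose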;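 note: plate controls were DMSO full reaction for no effect and no enzyme background for full effect; strong numbers were not always called active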
# P. falciparum M17LAP: P. falciparum M17LAP inhibitors, primary screen, biochemical, fluorogenic H-Leu-NHMec substrate, 1536-well (AID 1619). 220,000 compounds, 0.38% hits. inhibition, % at 30 µM, or IC50 in µM where a hit was titrated. recombinant M17LAP, H-Leu-NHMec fluorogenic kinetic assay; higher % means a stronger effect;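 active = compound inhibiting the enzyme by more than half at any dose during confirmatory dose-response retesting; inconclusive = strong single-dose inhibitors picked by rank but not retested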;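 note: plate controls were full reaction with DMSO carrier for no effect and no enzyme background for full effect; strong numbers were not always called active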
# GPR55 beta-arrestin: selective activators of receptor GPR55 – imaging, U2OS cells, beta-arrestin-GFP redistribution, primary screen (AID 1961); U2OS GPR55 beta-arrestin-GFP redistribution imaging; higher % means a stronger effect; activation, % at 10 µM; hits with a dose series show EC50 in µM; 290,000 compounds, 0.048% hits;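 active = activation above 40% with more than 50 cells counted in the well; inconclusive = wells holding fewer than 50 cells, flagged as toxic or sparse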;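 note: U2OS osteosarcoma cells stably expressing GPR55 and beta-arrestin-GFP; plate controls were DMSO negative control for no effect and LPI positive control for full effect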
# KOR beta-arrestin-1: KOR agonists, beta-arrestin recruitment, primary screen, cell-based, luminescence, uHTS (AID 1777); KOR beta-arrestin recruitment, luminescence; higher % means a stronger effect; one-dose activation, % at 10 µM; EC50 in µM for titrated hits; 280,000 compounds, 0.02% hits; in the data active = activation above about 50%, passing the limit was not always enough; note: a part of the inactive calls stands beside numbers as strong as those of hits
# NOD1 NF-kB reporter: NOD1 signaling inhibitors, primary screen, cell-based, luminescence, uHTS (AID 1578) | NOD1-driven NF-kB luciferase reporter cells, luminescence; higher % means a stronger effect | inhibition, % at 4 µM, or EC50 in µM where a hit was titrated | 290,000 compounds, 1% hits; in the data active = inhibition mostly above about 36%, no sharp cut-off; inactive = mostly below about 34%;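 note: HEK-293T reporter cells stimulated with the NOD1 agonist gamma-tri-DAP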
# KOR beta-arrestin-2: kappa opioid receptor blockers – cell-based, luminescence, uHTS (AID 1778); 290,000 compounds, 0.091% hits; one-dose inhibition, % at 10 µM; IC50 in µM for titrated hits; KOR beta-arrestin recruitment, luminescence, antagonist mode; higher % means a stronger effect; note: strong numbers were not always called active
# AID2073: disruptors of CaV2.2 binding to Mint1 – biochemical, HTRF (AID 2073) | HTRF protein-protein interaction, Mint1-CaV2.2; higher % means a stronger effect | inhibition, % at 20 µM; hits with a dose series show IC50 in µM | 290,000 compounds, 0.19% hits; in the data active = inhibition mostly above about 51%, no sharp cut-off; inconclusive = no clear call, values can overlap the other calls; inactive = mostly below about 53%; note: some results filed as inactive read as strong as hits
# HEK293 NOD2/NF-kB: inhibition of NOD2-driven NF-kB reporter – cell-based, luminescence, uHTS, HEK293 (AID 1566); HEK293 NOD2/NF-kB luciferase reporter, luminescence; higher % means a stronger effect; inhibition, % at 4 µM; hits with a dose series show EC50 in µM; 290,000 compounds, 0.63% hits; note: many of its hits are not listed in these tables
# Dynein transport: blocks dynein driven cargo transport along microtubules; 3617.4 mouse cells, GR-EGFP nuclear translocation imaging; test concentration mostly 20 µM; stimulated with dexamethasone, 1 µM; hits give low values; z-score, hits read low; 220,000 compounds, 0.47% hits; AID 1381;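 active = plate z-score of nuclear minus cytoplasmic receptor signal below a set negative limit, without overly bright fluorescence or cell loss, cut at about -3.5 in these data, passing the limit was not always enough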;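 note: z-score of nuclear minus cytoplasmic ring GR-EGFP intensity difference per well; some compounds called inactive have numbers as strong as hits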
#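 Buffer or medium: Induction medium lacking tetracycline, stripped serum | Also added: Dexamethasone agonist, 1.0 µM final, for 30 min | Timing: 48 h induction, 1 h compound, 30 min dex at 37 °C | Detection: Formaldehyde fixation, Hoechst nuclear stain, 10x automated fluorescence imaging | Measure: Nuclear versus cytoplasmic GR-EGFP signal, averaged per well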
# Dynein transport cytoplasmic EGFP: further read-out of Dynein transport, marked with its call; z-score; measured here: cytoplasmic GR-EGFP intensity; hits give high values
# Dynein transport nuclear GR-EGFP: second read-out of Dynein transport, no call of its own (marks repeat the call); z-score; measured here: nuclear GR-EGFP intensity;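 lower value marks the stronger effect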
# Dynein transport cell count: further read-out of Dynein transport, marked with its call; z-score; measured here: cell count per field
# Active calls of the source: *; u = inconclusive; x = not tested or not shown; [ ] = dose if it differs, or a comment. Cut-off read from the data, not from the text of the source, unless noted: active = inhibition above about 50%; inactive = the rest. This is a subset; the hit share may differ from the screen's.
SMILES,M1AAP inhibition,P. falciparum M17LAP,GPR55 beta-arrestin,KOR beta-arrestin-1,NOD1 NF-kB reporter,KOR beta-arrestin-2,AID2073,HEK293 NOD2/NF-kB,Dynein transport,Dynein transport cytoplasmic EGFP,Dynein transport nuclear GR-EGFP,Dynein transport cell count
CC(=O)NC1(C(F)(F)F)NC(=O)N(c2ccc(F)cc2)C1=O (stereo not drawn),-4%,-6%,0.2%,-5.9%,-16%,-52%[20 µM],-2%,13%,-0.033,-0.26,0.27,-0.18
O=C(O)CN1C(=O)/C(=C\c2cccc(OCc3ccc(Cl)cc3Cl)c2)SC1=S,x,x,-0.2%,3.8%,3%,-50%,0%,-84%,x,x,x,x
CCC1=[N+](C)CCn2c(C)ccc21,15%,5%,-0.1%,-2.2%,-17%,18%,-16%,1%,0.00074,0.09,0.24,0.8
O=C(NCc1ccco1)c1cnn2c(C(F)(F)F)cc(-c3ccco3)nc12,4%,-3%,0.2%,-2.6%,3%,-4%,12%,12%,-1.2,2.5,-0.041,0.42
O=C(CN1CCC(NC(=O)C2CCCCC2)CC1)Nc1cccc(F)c1,x,x,-0.1%,-9.4%,-7%,-13%,19%,-2%,x,x,x,x
O=C(Nc1ccc(N2CCCC2)c(Cl)c1)c1ccc(Br)o1,1%,-5%,1.0%,4.0%,-100%,-9%,56%,-67%,0.49,-0.16,0.015,0.16
O=C(Nc1cc(C(F)(F)F)ccc1N1CCOCC1)c1cccc(F)c1,-1%,-3%,-0.2%,4.5%,16%,-66%,2%,-8%,-0.29,-0.15,-0.2,0.49
COc1ccccc1N1CCN(C(c2cccs2)C(C)NC(=O)c2ccco2)CC1 (stereo not drawn),3%,-6%,0.6%,0.2%,-4%,37%,-1%,12%,-0.56,-0.25,-0.32,0.94
NC(=O)NC(Cc1ccccc1)C(=O)NCC1(N2CCCCC2)CCCCC1 (stereo not drawn),11%,19%,0.1%,-6.7%,5%,-15%,-5%,8%,-0.081,-0.22,0.072,0.57
COc1ccc(-c2cn3cccnc3n2)cc1NC(=O)C1CC1,4%,-5%,0.2%,1.1%,x,14%,10%,17%,-0.018,-0.33,-0.095,0.33
COC(=O)COc1ccc(S(=O)(=O)Nc2ccc(C(N)=O)cc2)cc1,7%,14%,0.0%,-2.2%,x,0%,-2%,9%,-0.045,-0.22,0.35,0.6
COC(=O)c1ccc(COc2c(F)c(F)cc(F)c2F)o1,x,x,0.0%,4.1%,-9%,4%,4%,-19%,x,x,x,x
COc1ccc(Cc2noc(CN(C)CC3(N4CCOCC4)CCCCC3)n2)cc1OC,9%,-5%,-0.2%,2.2%,-8%,-34%,-7%,4%,-0.84,0.41,-0.48,0.85
COc1ccc(C(C)(C)C)cc1S(=O)(=O)N1CCN(C)CC1,-11%,-3%,-0.2%,-5.4%,-27%,40%,-11%,20%,-0.21,-0.27,-0.48,0.52
O=C(Nc1ccc2oc(=O)ccc2c1)c1ccc2ccccc2c1,x,x,-0.1%,-1.8%,-36%,-30%,14%,6%,x,x,x,x
C=CC(C)Sc1nc2c(c(=O)n(C)c(=O)n2C)n1Cc1ccccc1Cl (stereo not drawn),9%,9%,-0.1%,0.4%,-3%,18%,-3%,14%,0.12,-0.16,0.4,-0.29
CC(NC(=O)COC(=O)Cc1ccsc1)c1ccccc1 (stereo not drawn),3%,1%,-0.3%,7.1%,-12%,-31%,1%,-1%,-1.1,-0.32,-0.93,0.9
Cc1cc2c(cc1S(=O)(=O)NCCc1ccc(Cl)cc1)OCC(=O)N2,x,x,0.0%,-6.1%,-7%,-33%[20 µM],-7%,13%,x,x,x,x
CCNc1nc(N)nc(Oc2ccc(OCCOc3ccc(Cl)cc3Cl)nn2)n1,-3%,8%,-0.2%,1.6%,-13%,-11%,-2%,-2%,1.2,-0.18,-0.11,-0.02
COc1cccc(OC)c1C(=O)NC(C)c1ccccc1 (stereo not drawn),0%,-8%,0.2%,0.4%,-24%,-12%,4%,-15%,0.36,-0.28,0.11,-0.11
O=C(OCC(=O)N1CCCC1=O)C1CCN(S(=O)(=O)c2c(Cl)cccc2Cl)CC1,x,x,-0.1%,7.8%,29%,-8%,10%,14%,x,x,x,x
O=C(CSc1nnc(-c2ccc(O)cc2)o1)Nc1ccc2c(c1)OCCO2,8%,-6%,0.0%,1.4%,-69%,3%,-8%,-93%,-0.41,-0.06,0.25,0.7
Cc1ccc(C)c2[nH]c(=O)c(CCNC(=O)CC(C)C)cc12,2%,-2%,0.2%,-1.7%,-24%,7%,-5%,4%,0.14,-0.15,0.32,0.034
Cn1c(CCC(=O)OCC(=O)NCc2ccc3c(c2)OCO3)nc(=O)c2ccccc21,11%,1%,-0.2%,-1.1%,-37%,18%,u,11%,0.79,-0.25,0.52,0.29
CCC(CC)C(=O)Nc1cccc(C(=O)Nc2ccc3c(c2)OCO3)c1,1%,6%,0.2%,-3.8%,-20%,9%,6%,-6%,-0.59,-0.19,-0.14,0.63
CCc1ccc(NC(=O)CSc2nnc(Cc3cccn3C)n2-c2ccc(OC)cc2)cc1,10%,1%,0.2%,-2.1%,-6%,-3%,-3%,13%,-0.64,-0.089,-0.046,-0.24
CC1CCN(Cc2c(O)ccc3c2O/C(=C\c2ccco2)C3=O)CC1,11%,17%,-0.1%,-3.7%,-20%,20%,39%,3%,1.6,-0.098,1.5,-0.87
Cc1cccc(NC(=O)CSCC(=O)Nc2ccccc2N2CCCC2)c1,x,x,-0.2%,10%,6%,-5%,-10%,9%,x,x,x,x
COc1ccc(-c2ccnc(-c3ccc(O)cc3)n2)cc1,10%,4%,0.2%,0.7%,-5%,-42%,10%,-25%,0.54,-0.23,0.22,-0.83
Cc1nn(C)c(C(=O)NC(=S)Nc2ccccc2Br)c1Cl,x,x,-0.1%,3.7%,-40%,-8%,-11%,-2%,x,x,x,x
OC(COc1ccc2c(c1)OCO2)CN1CCc2ccccc2C1 (stereo not drawn),3%,21%,-0.1%,4.9%,-40%,-3%,-6%,-2%,-0.25,0.074,0.074,0.32
CC(=O)c1ccc(-c2ccccc2OC(F)(F)F)o1,11%,13%,-0.2%,-0.5%,4%,-53%,u,-22%,0.092,-0.29,-0.25,0.15
CC(C)Cc1nnc(NC(=O)c2ccncc2)s1,-10%,17%,-0.2%,16%,-3%,-28%,0%,-2%,-0.9,-0.22,-0.37,0.98
CCCS(=O)(=O)C(=C(Nc1ccccc1)Nc1ccccc1)S(=O)(=O)CCC,-5%,-2%,0.6%,-3.0%,5%,6%,6%,-11%,-1,0.66,-0.19,0.49
CCN(CC)CC(=O)NN(Cc1ccccc1)c1ccccc1,x,x,-0.3%,2.2%,-1%,30%,-5%,26%,2.6,-0.066,1.8,-2.7
CCCn1c(NC(=O)c2ccccc2Br)nc2ccccc21,-11%,-1%,0.1%,-7.3%,-6%,0%,-8%,28%,0.12,-0.25,0.059,-0.68
CC1(c2ccc(Cl)c(Cl)c2)NC(=S)N2C1NC(=S)N2c1ccccc1 (stereo not drawn),6%,6%,-0.1%,-2.9%,-31%,0%,-22%,-2%,-1.1,-0.19,0.24,0.46
c1ccc2c(c1)nc(Nc1ccc3c(c1)OCO3)c1nnnn12,4%,2%,0.2%,0.9%,-26%,24%,22%,-14%,0.035,0.064,0.68,-0.071
Cc1ccc(N=Nc2ccc(N)cc2C)c(S(N)(=O)=O)c1,5%,9%,0.5%,2.0%,-15%,16%,23%,-36%,-1.1,-0.14,-0.51,0.68
c1ccc(CSc2ncn[nH]2)nc1,-10%,-4%,-0.1%,x,-36%,-2%[20 µM],10%,2%,-0.092,-0.17,-0.03,-0.12
Cc1c(Br)c([N+](=O)[O-])nn1CC(=O)NCCc1c[nH]c2ccccc12,3%,0%,0.4%,6.2%,-46%,-18%,2%,-5%,0.53,-0.23,0.37,-0.75
O=C(Nc1cc([N+](=O)[O-])ccc1N1CCOCC1)c1ccco1,-3%,-8%,-0.1%,-2.9%,-23%,12%[20 µM],5%,10%,1.8,-0.31,1.7,-2
CC(=O)/C(=N/Nc1ccc(Br)cc1)N1CCCc2ccccc21,9%,10%,-0.1%,x,2%,0%,14%,-14%,0.036,-0.24,0.46,-0.024
COc1ccccc1CNC(=O)C(=O)NCC(c1ccco1)N1CCOCC1 (stereo not drawn),1%,-5%,0.1%,0.4%,-38%,-20%,-4%,13%,0.76,-0.33,0.2,-0.71
CCN(CC)c1nc(C(F)(F)F)nc2c1nnn2Cc1ccccc1,x,x,1.0%,3.6%,-23%,-24%[20 µM],-5%,8%,x,x,x,x
CCNC(=O)CSc1nnc(-c2cccs2)o1,-9%,-1%,-0.2%,-4.9%,-43%,16%,20%,8%,1.4,-0.078,0.75,-0.93
Cc1nnc(SC(C)C(=O)Nc2ccc(Cl)cn2)n1Cc1ccccc1 (stereo not drawn),12%,26%,-1.0%,13%,6%,12%,-5%,10%,0.19,-0.16,0.91,0.17
CCCCC(=O)NCc1ccccc1Cl,12%,18%,-0.1%,-5.6%,7%,6%[20 µM],1%,-16%,1.5,-0.15,0.43,-0.63
COc1ccc(N/C(N)=N/c2nc(CSc3ccc(C)cc3)cc(=O)[nH]2)cc1,2%,0%,0.2%,10%,-55%,1%,6%,12%,-0.15,-0.17,0.07,0.41
CCCC[C@@H]1CNC(=S)N1CC1CCCCC1,-2%,-3%,-0.1%,-0.9%,-8%,18%,-4%,10%,-0.43,-0.29,-0.12,0.58
CC(=O)c1sc(NC(=O)CCCOc2ccc(Cl)cc2)nc1C,-3%,3%,-0.2%,-4.2%,-15%,-10%,1%,8%,-0.96,-0.27,-0.13,0.67
